# Screening results as filed in PubChem BioAssay.
# HMGR II inh: inhibitors of class II HMG-CoA reductase from Enterococcus faecalis. purified E. faecalis HMGR, NADPH absorbance 340 nm kinetic. inhibition, % at 10 µM. 190,000 tested, 0.41% active. AID 1066;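 active means inhibition above a set limit, the median over all tested compounds plus 3 SD, cut at about 9.5% in these data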;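 further: enzyme runs in reverse so mevalonate oxidation gives rising NADPH absorbance; 0% = complete reaction with DMSO and 100% = background rate lacking mevalonate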
# An asterisk follows results filed as active.
1. CCOC(=O)c1c(NS(=O)(=O)c2ccc(Br)cc2)sc2c1CCC2
  HMGR II inh = 5
2. CC1=C(C(N)=O)C(c2ccc(Cl)cc2)NC(=O)N1 (stereo not drawn)
  HMGR II inh = -3
3. CCOc1ccc(Br)cc1CC(=O)O
  HMGR II inh = -4
4. CCCc1ccc(OCCNC(C)=O)cc1
  HMGR II inh = -3
5. Oc1oc(-c2cccc3ccccc23)nc1C=NCc1ccccc1
  HMGR II inh = 4
6. C=CC(=O)N1c2ccccc2Sc2ccc(NC(=O)OCC)cc21
  HMGR II inh = 6
7. CCC(=O)c1ccc(N2CCOCC2)c(F)c1
  HMGR II inh = 5
8. CCn1nnnc1SCC(=O)N1CCc2ccccc21
  HMGR II inh = 0
9. Cc1cc(C)c(NC(=O)CN2CCOCCOCCOCCOCC2)c(C)c1
  HMGR II inh = 3
10. COc1ccc(-c2nc(C#N)c(NCCN(C)C)o2)cc1
  HMGR II inh = -4
11. Cc1ccc(-n2ncc3c(NCCCOC(C)C)ncnc32)c(C)c1
  HMGR II inh = -9
12. COc1ccc(CCNS(=O)(=O)c2ccc(N3CCCC3=O)cc2)cc1
  HMGR II inh = 0
13. CC(C)n1nnnc1SCC(=O)NCc1ccco1
  HMGR II inh = -2
14. CC1=C(C(=O)Nc2ccccc2)C(c2ccncc2)n2nnnc2N1 (stereo not drawn)
  HMGR II inh = -3
15. O=C(NCc1ccco1)C(c1ccccc1)N(CC1CCCO1)C(=O)Cn1nnc2ccccc21 (stereo not drawn)
  HMGR II inh = -1
16. COc1ccccc1Nc1ncccc1C(=O)O
  HMGR II inh = 4
17. CCCCC(=O)C1=C(N2CCCC2)CC(C)(C)CC1=O
  HMGR II inh = 12*
18. CSCCC(NS(=O)(=O)c1ccc(Cl)cc1)C(=O)OCC(=O)N1CCOCC1 (stereo not drawn)
  HMGR II inh = -2
19. COC(=O)C1(c2ccccc2)NC(c2cccs2)C2C(=O)N(c3ccccc3)C(=O)C21 (stereo not drawn)
  HMGR II inh = 7
20. CC(C)NC(=O)CCNC(=O)c1ccc(F)cc1
  HMGR II inh = -1
21. CCCC(=O)NC(Nc1ccc(S(=O)(=O)Nc2cc(C)on2)cc1)(C(F)(F)F)C(F)(F)F
  HMGR II inh = -2
22. Oc1c(Br)cc(Br)cc1/C=N/c1nc2c(s1)CCCC2
  HMGR II inh = -4
23. O=C(c1ccc(Cl)cc1)c1ccc(OCC(=O)N2CCOCC2)cc1
  HMGR II inh = 5
24. C=CCC(NCc1ccccc1)c1ccc(C)o1 (stereo not drawn)
  HMGR II inh = -2
25. Cc1ccc(C(N)=S)c(C)c1
  HMGR II inh = -3

26. Cc1cc2nc(-c3cccnc3SCC(=O)NCc3ccco3)[nH]c2cc1C
  HMGR II inh = 1
27. CC(C)c1ccccc1NC(=O)c1ccco1
  HMGR II inh = -6
28. CCOc1ccc(N/C=C\C(=O)c2ccc3c(c2)OCO3)cc1
  HMGR II inh = -5
29. COc1ccc(NC(=O)C2CC(=O)N(C)C(=Nc3ccc4c(c3)OCO4)S2)cc1 (stereo not drawn)
  HMGR II inh = 5
30. COc1ccc(S(=O)(=O)NCCSCc2ccco2)cc1C
  HMGR II inh = 0
31. Cc1c(C#N)c2ccccc2n1CC(=O)O
  HMGR II inh = -7
32. CCC(C)NC(=O)c1n[nH]c(=O)c2ccccc12 (stereo not drawn)
  HMGR II inh = -3
33. O=C(O)c1ccc(-c2ccccc2Cl)o1
  HMGR II inh = -4
34. O=C(Cn1nnc(-c2cccs2)n1)N1c2ccccc2Sc2ccc(C(F)(F)F)cc21
  HMGR II inh = 0
35. CCN(CC(O)COc1ccc(OCC(O)CN(CC)C2CCCCC2)cc1)C1CCCCC1 (stereo not drawn)
  HMGR II inh = -2
36. COC(=O)c1ccc(CS(=O)(=O)c2ccccc2C)o1
  HMGR II inh = -7
37. CCOC(=O)c1ccc(NC(=O)C2=C(C)Nc3nc(CCCO)nn3C2c2ccc(OC)cc2)cc1 (stereo not drawn)
  HMGR II inh = -4
38. CC(C)Cn1c(N)c(C(=O)COC(=O)c2ccc3ccccc3n2)c(=O)n(C)c1=O
  HMGR II inh = -3
39. CC(/C=N/O)Cc1ccc2c(c1)OCO2 (stereo not drawn)
  HMGR II inh = -7
40. Cc1csc(SCc2c(C(=O)O)oc3ccccc23)n1
  HMGR II inh = 0
41. C=CCn1c(SCc2c(C)noc2C)nc2cc(C(=O)O)ccc2c1=O
  HMGR II inh = -7
42. COc1ccc(-c2ccc(=O)n(CC(=O)Nc3cccc(O)c3)n2)cc1OC
  HMGR II inh = -4
43. O=C(CCN1CCCCCC1)Nc1ccccc1F
  HMGR II inh = 6
44. Oc1ccc(CN2CCN(Cc3ccccc3)CC2)c2cccnc12
  HMGR II inh = -7
45. COc1ccc(-c2nc3n(n2)C(c2cccnc2)C(C(N)=O)=C(C)N3)cc1 (stereo not drawn)
  HMGR II inh = -7
46. CCOc1ccccc1NC(=O)COc1cccc(-n2cnnn2)c1
  HMGR II inh = -1
47. O=C1CC(c2ccc(F)cc2)CC(O)=C1C=NCCN1CCNCC1 (stereo not drawn)
  HMGR II inh = -1
48. N#CCCCSc1ncccc1-c1nc2ccccc2[nH]1
  HMGR II inh = 2
49. CCCCn1c(N(CCOC(C)=O)C(C)=O)nc2ccccc21
  HMGR II inh = -4
50. COc1ccc(-c2csc(NC(=O)CSc3nc(C)cs3)n2)cc1
  HMGR II inh = -2

# In a second layout: six of the compounds above
nr | SMILES | HMGR II inh
34 | O=C(Cn1nnc(-c2cccs2)n1)N1c2ccccc2Sc2ccc(C(F)(F)F)cc21 | 0
46 | CCOc1ccccc1NC(=O)COc1cccc(-n2cnnn2)c1 | -1
41 | C=CCn1c(SCc2c(C)noc2C)nc2cc(C(=O)O)ccc2c1=O | -7
31 | Cc1c(C#N)c2ccccc2n1CC(=O)O | -7
43 | O=C(CCN1CCCCCC1)Nc1ccccc1F | 6
29 | COc1ccc(NC(=O)C2CC(=O)N(C)C(=Nc3ccc4c(c3)OCO4)S2)cc1 (stereo not drawn) | 5

# Nos. 47 through 49, quoted:
47. O=C1CC(c2ccc(F)cc2)CC(O)=C1C=NCCN1CCNCC1 (stereo not drawn)
  HMGR II inh = -1
48. N#CCCCSc1ncccc1-c1nc2ccccc2[nH]1
  HMGR II inh = 2
49. CCCCn1c(N(CCOC(C)=O)C(C)=O)nc2ccccc21
  HMGR II inh = -4

# Remaining list, next part:
51. CCN(CC)CCNc1ncnc2c1[nH]c1ccc(OC)cc12
  HMGR II inh = -10
52. Cc1ccc(C)c(-n2c(N)c(C(N)=O)sc2=S)c1
  HMGR II inh = -8
53. Cn1c(Cn2c(=O)sc3ccccc32)nnc1SCC(=O)Nc1ccc2c(c1)OCO2
  HMGR II inh = -1
54. Nc1cc(-c2ccco2)no1
  HMGR II inh = 3
55. COCCNC(=O)Cn1cc(C(=O)c2cccs2)c2ccccc21
  HMGR II inh = -2
56. CSc1oc(-c2ccccc2)nc1C(N)=O
  HMGR II inh = -1
57. Cc1cnc(Sc2ncccc2[N+](=O)[O-])nc1
  HMGR II inh = 1
58. O=C(O)CN(Cc1ccco1)S(=O)(=O)c1ccc(F)cc1
  HMGR II inh = -3
59. Cn1nc(C(=O)NCc2ccc(F)cc2)c2ccccc2c1=O
  HMGR II inh = -6
60. Cc1ccc(-n2c(SCC(=O)NCc3ccco3)nnc2-c2cccnc2)c(C)c1
  HMGR II inh = 1

# Two of these compounds in another layout:
nr | HMGR II inh | molecule
52 | -8 | Cc1ccc(C)c(-n2c(N)c(C(N)=O)sc2=S)c1
57 | 1 | Cc1cnc(Sc2ncccc2[N+](=O)[O-])nc1

# 4 entries drawn at random from the list so far, as already listed:
51. CCN(CC)CCNc1ncnc2c1[nH]c1ccc(OC)cc12
  HMGR II inh = -10
55. COCCNC(=O)Cn1cc(C(=O)c2cccs2)c2ccccc21
  HMGR II inh = -2
54. Nc1cc(-c2ccco2)no1
  HMGR II inh = 3
56. CSc1oc(-c2ccccc2)nc1C(N)=O
  HMGR II inh = -1

# Some of the compounds tested; the hit share may differ from the screen's.
